Screens: PubChem, Sanford-Burnham Center for Chemical Genomics
mIAP inh: mouse IAP inhibition | inhibition, % at 10 µM | purified mouse IAP, CDP-Star luminescence, 30 min | AID 2806 | hit rate 0.2% among 330,000;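 active means inhibition of at least 40% at 10 µM in the primary screen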;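 further: plate controls were DMSO with enzyme for no effect and no enzyme wells for full effect; values of inactives mirror those of a sister screen read the other way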
mIAP activ: increases mouse intestinal alkaline phosphatase activity | hit rate 0.24% among 330,000 | muIAP, CDP-Star luminescence, 30 min; hits give high values; 1 = vehicle-only enzyme signal, 0 = enzyme-free wells | activation factor at 10 µM | AID 2805;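 active means activation factor of at least 2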; further: the source names both 10 and 20 µM as test concentration; values of inactives mirror those of a sister screen read the other way
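System: mouse IAP enzyme. Reagent: CDP-Star chemiluminescent phosphatase substrate. Benchmarks: DMSO wells, no-enzyme wells. Times: 30 min enzyme-substrate-compound incubation at room temperature. Detection: luminescence from enzymatic CDP-Star hydrolysis. Doses: test compounds delivered from DMSO solution.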
APOBEC3A inh: human APOBEC3A DNA deaminase inhibition; AID 493011; inhibition, % at 20 µM; recombinant A3A, FAM/TAMRA ssDNA deamination fluorescence; P31941; hit rate 0.41% among 330,000;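 active means at least 40% inhibition at 20 µM here, with at most 30% in a related deaminase screen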;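 further: plate controls were A3A with DMSO for no effect and wells lacking A3A enzyme for full effect; some results filed as inactive read as strong as hits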
Target sequence (P31941 whole entry, looked up): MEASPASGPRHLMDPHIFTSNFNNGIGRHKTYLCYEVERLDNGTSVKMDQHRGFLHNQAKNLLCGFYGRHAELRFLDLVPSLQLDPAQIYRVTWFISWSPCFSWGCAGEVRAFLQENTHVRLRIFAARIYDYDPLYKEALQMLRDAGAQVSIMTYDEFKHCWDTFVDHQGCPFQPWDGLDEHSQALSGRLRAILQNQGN
APOBEC3G inh: inhibitors of human APOBEC3G DNA deaminase. Q9HC16. recombinant A3G, ssDNA deamination FAM/TAMRA fluorescence. inhibition, % at 20 µM. hit rate 0.28% among 330,000. AID 493012;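 active means inhibition of at least 40% at 20 µM, with no more than 30% in the related APOBEC3A deaminase screen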;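 further: plate controls were DMSO wells with A3G for no effect and wells lacking A3G enzyme for full effect; some compounds called inactive have numbers as strong as hits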
Target sequence (Q9HC16 whole entry, looked up): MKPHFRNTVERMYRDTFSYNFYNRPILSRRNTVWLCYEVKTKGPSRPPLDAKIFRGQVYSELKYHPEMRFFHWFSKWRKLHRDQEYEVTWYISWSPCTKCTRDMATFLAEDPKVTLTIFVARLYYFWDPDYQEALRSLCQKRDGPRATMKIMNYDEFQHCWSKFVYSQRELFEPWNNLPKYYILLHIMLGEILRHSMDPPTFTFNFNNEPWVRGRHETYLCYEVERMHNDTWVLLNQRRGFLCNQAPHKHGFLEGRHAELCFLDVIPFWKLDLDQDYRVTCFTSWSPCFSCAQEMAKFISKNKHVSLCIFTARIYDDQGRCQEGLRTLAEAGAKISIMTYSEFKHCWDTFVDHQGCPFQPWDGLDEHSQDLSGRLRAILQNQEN
hIAP inh: human IAP inhibition; P09923; purified IAP, CDP-Star luminescence, 30 min; inhibition, % at 10 µM; hit rate 0.12% among 330,000; AID 2544;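 active means inhibition reaching a set limit with compound at 10 µM in the primary screen, cut at about 35% in these data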;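 further: plate controls were DMSO wells with enzyme for no effect and no-enzyme buffer wells for full effect; values of inactives mirror those of a sister screen read the other way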
ATG4B inh: ATG4B (human) cysteine protease inhibition | Q9Y4P1 | ATG4B cleavage of LC3-PLA2, NBD-HPC fluorescence, 1 h | inhibition, % at 8.33 µM | hit rate 0.51% among 340,000 | AID 504462; in the data active means inhibition above about 40%
Target sequence (Q9Y4P1 whole entry, looked up): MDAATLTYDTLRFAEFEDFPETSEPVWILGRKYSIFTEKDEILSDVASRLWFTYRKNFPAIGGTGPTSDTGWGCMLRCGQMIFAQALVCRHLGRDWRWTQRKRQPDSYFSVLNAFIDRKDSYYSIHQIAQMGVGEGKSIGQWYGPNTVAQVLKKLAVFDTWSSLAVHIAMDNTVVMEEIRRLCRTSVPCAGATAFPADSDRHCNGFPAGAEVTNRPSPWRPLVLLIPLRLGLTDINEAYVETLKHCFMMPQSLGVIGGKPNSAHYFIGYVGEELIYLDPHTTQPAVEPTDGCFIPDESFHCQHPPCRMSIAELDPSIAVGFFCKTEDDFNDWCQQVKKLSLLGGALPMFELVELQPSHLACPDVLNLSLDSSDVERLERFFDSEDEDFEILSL
MIN6 prolif: MIN6 beta-cell proliferation induction | MIN6 cells proliferation, ATPlite luminescence, 48 h; cells starved in 0.2% serum; 100% = growth in 10% serum | proliferation, % at 10 µM | hit rate 0.29% among 330,000;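 active means compounds whose signal lies at least 3.5 SD above the mean of all wells on their plate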;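 further: 0% = DMSO-treated cells in low-serum medium and 100% = 10% serum control; some compounds called inactive have numbers as strong as hits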
hIAP act: human IAP activation. hit rate 0.16% among 330,000. activation factor at 10 µM. P09923. purified human IAP, CDP-Star luminescence, 30 min; hits give high values; 1 = vehicle-only enzyme, 0 = enzyme-free background. AID 2524;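 active means activation factor of the enzyme at least 2-fold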; further: the source names both 10 and 20 µM as test concentration; values of inactives mirror those of a sister screen read the other way
MPTP inh: blocks calcium-induced mitochondrial swelling | isolated mouse mitochondria, Ca2+ swelling absorbance, 30 min | hit rate 1.4% among 360,000 | AID 602449 | inhibition, % at 10 µM;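 active means inhibition of 50% or more, scaled per plate between neutral and stimulator controls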;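 further: 0% = DMSO wells given calcium and 100% = 1 mM EGTA wells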
* = called active by the depositor; . = not tested or not shown.

SMILES | mIAP inh | mIAP activ | APOBEC3A inh | APOBEC3G inh | hIAP inh | ATG4B inh | MIN6 prolif | hIAP act | MPTP inh
COc1ccc(N2C(=O)C(OC(C)=O)C2c2ccc(C)cc2)cc1 (stereo not given) | -3.7 | 1.04 | 1.9 | 3.1 | -2.6 | -2.4 | 1.4 | 1.03 | 0.5
CC(=O)Nc1cccc(-c2nc3ccc(NC(C)=O)cc3[nH]2)c1 | -4.5 | 1.04 | 1.3 | -0.3 | -3.9 | -4.0 | -3.7 | 1.04 | -5.3
COc1ccc(C(=O)C2CCCN(C(=O)c3ccnn3C)C2)cc1OC (stereo not given) | -4.4 | 1.04 | -1.8 | -1.3 | 2.4 | 26.6 | -4.4 | 0.976 | -0.9
C=CCNC(=O)CSc1nc2sccc2c(=O)n1-c1ccccc1 | 1.5 | 0.985 | 1.8 | -4.2 | 9.4 | 5.0 | -0.6 | 0.906 | -2.7
CCN(CC)C(=O)COc1coc(CN2CCN(Cc3ccccc3)CC2)cc1=O | 3.7 | 0.963 | -0.7 | -2.3 | -5.6 | -4.9 | 0.8 | 1.06 | -3.2
COc1cc(/C(C)=N/NC(=O)CSc2nc3ccccc3[nH]2)ccc1O | 15.2 | 0.847 | 8.2 | 1.5 | -13.7 | -9.6 | -0.9 | 1.14 | 6.2
COc1ccc(-n2nc3c(c2NC(=O)c2ccc(Br)cc2)CS(=O)C3)cc1 (stereo not given) | 10.6 | 0.894 | -1.0 | -3.0 | 15.8 | 6.1 | -3.1 | 0.842 | -3.6
Cn1cnnc1SCC(=O)Nc1cc(S(=O)(=O)N2CCCCC2)ccc1Cl | -1.9 | 1.02 | 5.0 | -4.4 | -5.5 | -4.7 | 0.5 | 1.05 | 2.0
COc1cc(OC)c(C2=NOC(C(=O)O)C2)cc1Cl (stereo not given) | -0.5 | 1 | -6.3 | -7.5 | -2.8 | 7.8 | -0.6 | 1.03 | -1.0
O=C1C/C(=C\c2c(F)cccc2Cl)N2CCC1CC2 | -0.5 | 1 | -4.4 | -14.9 | 3.5 | -6.7 | -1.7 | 0.965 | 0.4
COc1cccc(COc2ccc(N(C)S(=O)(=O)c3ccccc3)cc2)c1 | 2.2 | 0.978 | -3.2 | -13.2 | 8.1 | -3.9 | 0.0 | 0.919 | 0.7
Cc1ccsc1/C=N\NC(=O)c1n[nH]c2c1CCC2 | 0.9 | 0.991 | 2.4 | -5.1 | -75.0 | 34.7 | -2.7 | 1.75 | 1.5
O=C1/C(=C\c2ccccn2)SC(=S)N1c1ccc(S(=O)(=O)Nc2nccs2)cc1 | 14.8 | 0.852 | -1.2 | -4.3 | -8.3 | -5.7 | -1.1 | 1.08 | 70.5*
Cc1ccccc1/C=N\NC(=O)c1csnn1 | 21.0 | 0.79 | 2.9 | -1.2 | -21.4 | -2.1 | -0.3 | 1.21 | -0.4
Cc1c(C(=O)NCC(c2ccco2)N(C)C)oc2c(Cl)cccc12 (stereo not given) | 4.2 | 0.958 | -1.0 | -8.8 | -3.4 | 0.8 | 0.4 | 1.03 | 1.0
Cc1ccc(C(=O)NCC(=O)OCC(=O)NC2CCS(=O)(=O)C2)cc1C (stereo not given) | 4.3 | 0.957 | 0.4 | -1.5 | -5.7 | -3.7 | -3.2 | 1.06 | -0.9
O=C(O)C1CCC(=O)N1C1c2ccccc2Oc2ccccc21 (stereo not given) | -6.8 | 1.07 | -1.3 | -9.6 | -34.4 | -4.1 | -4.0 | 1.34 | -0.3
COc1ccc(C(=O)NOCc2ccccc2)cc1 | -4.5 | 1.04 | 0.2 | 10.9 | -5.1 | 5.8 | -5.9 | 1.05 | -2.1
CCCN(C(=O)CCNC(=O)Cn1cnc2ccccc2c1=O)c1cccc(Cl)c1 | -3.4 | 1.03 | -2.4 | -14.4 | 8.8 | -4.7 | 2.1 | 0.912 | -0.6
Cc1ccc(C(=O)NC2CCCC2)s1 | 4.2 | 0.958 | -1.1 | -9.0 | 9.5 | -3.6 | 3.1 | 0.905 | 0.0
O=c1cc(Cl)c(-c2ccccc2)nn1Cc1ccc(Cl)cc1 | 6.1 | 0.939 | -0.6 | -4.1 | 10.0 | 4.1 | -3.4 | 0.9 | -1.3
CSc1ccc(S(=O)(=O)Nc2cccc(F)c2)cc1 | 10.2 | 0.898 | 1.1 | 0.5 | 7.0 | . | 2.5 | 0.93 | .
O=c1c2ccccc2oc2cc(C#Cc3ccccn3)ccc12 | -1.0 | 1.01 | -2.2 | -3.1 | 3.4 | -3.2 | -2.3 | 0.966 | -0.2
COc1ccc2sc(-c3ccc(SC)cc3)c(-c3ccc(O)cc3)c2c1 | 1.2 | 0.988 | -1.6 | -5.9 | 18.0 | 8.8 | -5.7 | 0.819 | 2.6
Cc1cccc(C(=O)NCC(=O)NCCSc2ccc(Br)cc2)c1 | 2.7 | 0.973 | -2.2 | -10.0 | 9.2 | -6.1 | 1.6 | 0.908 | -2.3
Oc1ccccc1/C=N/NC(=S)NC1CC2C=CC1C2 (stereo not given) | 2.2 | 0.978 | -2.3 | -1.3 | -39.2 | 12.5 | -2.7 | 1.39 | 56.6*
COc1ccc(C)cc1NC(=O)CNC(=O)Cn1ccc2ccccc2c1=O | 6.2 | 0.938 | -0.1 | -3.2 | 1.2 | -11.6 | 0.9 | 0.988 | 1.8
O=C(CNC(=O)c1ccccc1F)c1ccc(Br)cc1 | 0.8 | 0.992 | -0.9 | -8.9 | -12.9 | 0.3 | -3.3 | 1.13 | -0.1
O=C(c1cc(-c2ccc(Cl)cc2)on1)N1CCCCCC1 | -5.0 | 1.05 | -1.9 | -15.8 | 21.5 | 0.0 | 0.2 | 0.785 | -2.6
CC(CN1CCOCC1)C(=O)O (stereo not given) | -3.1 | 1.03 | 0.6 | -3.2 | 2.2 | -5.1 | -0.3 | 0.978 | -2.4
O=P(COc1ccccc1)(c1ccccc1)c1ccccc1 | -6.9 | 1.07 | -0.7 | -7.3 | -26.3 | -9.3 | -3.5 | 1.26 | -0.4
OC(CNCc1ccc2c(c1)OCO2)COc1ccccc1 (stereo not given) | -16.9 | 1.17 | -3.5 | -4.6 | -17.5 | -4.5 | -3.5 | 1.18 | -0.1
COc1ccc(C(=O)Nc2ccc([N+](=O)[O-])cn2)c(OC)c1 | -3.9 | 1.04 | 0.9 | -4.7 | -7.4 | 29.6 | 0.0 | 1.07 | 1.7
Cc1ccc(CC(=O)Nc2nccs2)cc1 | -8.9 | 1.09 | -7.3 | -1.5 | -5.9 | -3.4 | -2.8 | 1.06 | -0.1
Cc1ccc(C)c(N(C(=O)c2csnn2)C(C(=O)NC2CCCCC2)c2ccncc2)c1 (stereo not given) | 1.4 | 0.986 | 1.2 | 0.3 | 7.2 | 4.8 | 0.5 | 0.928 | -0.4
Cc1ccc(CCNC(=O)C2CCC(=O)N(CC3CCCCC3)C2)cc1 (stereo not given) | -13.6 | 1.14 | 1.5 | 15.9 | -7.2 | 6.3 | 1.9 | 1.07 | 1.6
CCN1CCN(CCNC(=O)CCCCCn2c(=O)[nH]c3cc(C(=O)OC)ccc3c2=O)CC1 | -4.1 | 1.04 | -1.4 | -7.0 | 11.9 | -7.3 | -1.3 | 0.881 | -1.6
O=C(C[n+]1ccccn1)c1ccccc1 | 0.6 | 0.994 | -5.4 | -4.2 | 12.1 | -1.3 | -3.6 | 0.879 | 0.2
Cc1cccc(CNC(=O)C2CCCN(c3nn4c(=O)cc(C)nc4s3)C2)c1 (stereo not given) | -5.3 | 1.05 | -0.6 | -8.1 | -6.0 | 4.7 | -1.8 | 1.06 | -0.5
Cc1cc(=O)oc2cc(OCC(=O)OCC(=O)Nc3ccccc3F)ccc12 | -4.5 | 1.04 | -0.3 | -1.6 | -14.2 | 6.1 | -1.6 | 1.14 | -1.4

The closing 2 entries of the part before come first, to join the parts.
SMILES | mIAP inh | mIAP activ | APOBEC3A inh | APOBEC3G inh | hIAP inh | ATG4B inh | MIN6 prolif | hIAP act | MPTP inh
Cc1cccc(CNC(=O)C2CCCN(c3nn4c(=O)cc(C)nc4s3)C2)c1 (stereo not given) | -5.3 | 1.05 | -0.6 | -8.1 | -6.0 | 4.7 | -1.8 | 1.06 | -0.5
Cc1cc(=O)oc2cc(OCC(=O)OCC(=O)Nc3ccccc3F)ccc12 | -4.5 | 1.04 | -0.3 | -1.6 | -14.2 | 6.1 | -1.6 | 1.14 | -1.4
CCCCC(=O)N1CCCC(c2nc3c(nnn3Cc3cc(C)ccc3C)c(=O)[nH]2)C1 (stereo not given) | 5.4 | 0.946 | 1.9 | -4.2 | 13.1 | 27.8 | 2.5 | 0.869 | -1.9
CN(Cc1nc(-c2ccncc2)no1)S(=O)(=O)c1ccccc1 | -4.3 | 1.04 | -1.7 | 1.2 | 12.9 | -2.1 | 0.9 | 0.871 | -1.4
CCOc1ccc(NC(=O)CS(=O)(=O)c2cn(C)c3ccccc23)cc1 | -6.8 | 1.07 | -1.6 | -14.9 | -0.1 | -9.8 | -4.8 | 1 | -2.6
Cc1ccc(SCc2c(C#N)c3ccccc3n2C)cc1 | 3.0 | 0.97 | 5.5 | 12.6 | 1.8 | 7.3 | -1.1 | 0.982 | 2.0
CC(C)(C)c1ccc(Cn2ccc(-c3ccc4c(c3)OCO4)n2)cc1 | -8.1 | 1.08 | -0.5 | -6.7 | -5.9 | 6.3 | -5.5 | 1.06 | 7.0
O=C1NC2(CCCCCC2)C(=O)N1Cc1ccccc1Cl | 0.8 | 0.992 | -3.4 | -11.1 | -3.3 | 1.8 | -1.1 | 1.03 | 0.9
CC(C)C1Oc2ccccc2N(CC(=O)N(Cc2ccccn2)C2CC2)C1=O (stereo not given) | 7.0 | 0.93 | 2.8 | -2.0 | 3.4 | -2.3 | -1.8 | 0.967 | 0.5
O=C1CC(NS(=O)(=O)c2ccc([N+](=O)[O-])cc2)CN1c1ccc(Cl)cc1 (stereo not given) | -5.2 | 1.05 | 0.3 | -5.8 | -2.3 | -0.8 | 2.9 | 1.02 | -0.7
Cc1cccc(Cn2c(N3CCN(c4ccccc4)CC3)nc3c2c(=O)n(C)c(=O)n3C)c1 | 3.3 | 0.967 | 1.2 | -5.7 | -3.4 | -8.3 | -2.4 | 1.03 | 0.2
COC(=O)[C@@]1(Cc2ccc(F)cc2)[C@H]2c3cc(C(=O)N(C)C)n(Cc4ccc(OC(F)(F)F)cc4)c3C[C@H]2CN1C(=O)c1ccccc1 | 2.2 | 0.978 | 4.0 | 4.3 | 4.1 | . | -8.0 | 0.959 | .
CCC(=O)Oc1ccc(C(=O)Nc2cccc(C(=O)c3ccccc3)c2)cc1 | 6.0 | 0.94 | 44.6* | -2.9 | 12.4 | -7.9 | -1.3 | 0.876 | 1.9
CCOC(=O)C1CCN(C(=O)c2ccc(N(C)S(=O)(=O)c3ccc(OC)cc3)cc2)CC1 | -1.1 | 1.01 | 1.4 | -4.7 | -9.4 | -5.0 | 0.2 | 1.09 | 2.4
CCc1noc(C)c1C(=O)N1CCCC(N2CCN(c3cccc(Cl)c3)CC2)C1 (stereo not given) | 0.4 | 0.996 | 0.7 | -4.1 | -21.0 | 2.5 | -0.2 | 1.21 | 1.0
CCOC(=O)CC(=O)CSc1ccc2nnc(-c3ccc(C)cc3)n2n1 | 8.3 | 0.917 | 9.8 | -6.8 | -4.3 | -3.3 | -3.0 | 1.04 | 1.2
O=C(Cc1coc2cc(O)ccc12)NNC(=O)c1ccc(Br)s1 | 23.7 | 0.763 | 9.6 | -3.7 | 2.3 | -9.5 | -4.6 | 0.977 | -2.6

This is a random part of the collection; overall some 3.3% were active at least once.
